BAP1 block: inhibitors of human BAP1 deubiquitinase; recombinant BAP1, Ub-AMC hydrolysis fluorescence kinetic; stronger effect = lower value; activity remaining (% of control), % at 20 µM; hit rate 0.48% among 72,000; AID 436;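 active = activity remaining at or below 50% of control, provided the compound also passes the data quality filters; inactive = the rest, including low values that fail the filters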;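 also: 100% = DMSO wells rate and 0% = substrate alone blank rate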
Target sequence (Q92560 whole entry, looked up): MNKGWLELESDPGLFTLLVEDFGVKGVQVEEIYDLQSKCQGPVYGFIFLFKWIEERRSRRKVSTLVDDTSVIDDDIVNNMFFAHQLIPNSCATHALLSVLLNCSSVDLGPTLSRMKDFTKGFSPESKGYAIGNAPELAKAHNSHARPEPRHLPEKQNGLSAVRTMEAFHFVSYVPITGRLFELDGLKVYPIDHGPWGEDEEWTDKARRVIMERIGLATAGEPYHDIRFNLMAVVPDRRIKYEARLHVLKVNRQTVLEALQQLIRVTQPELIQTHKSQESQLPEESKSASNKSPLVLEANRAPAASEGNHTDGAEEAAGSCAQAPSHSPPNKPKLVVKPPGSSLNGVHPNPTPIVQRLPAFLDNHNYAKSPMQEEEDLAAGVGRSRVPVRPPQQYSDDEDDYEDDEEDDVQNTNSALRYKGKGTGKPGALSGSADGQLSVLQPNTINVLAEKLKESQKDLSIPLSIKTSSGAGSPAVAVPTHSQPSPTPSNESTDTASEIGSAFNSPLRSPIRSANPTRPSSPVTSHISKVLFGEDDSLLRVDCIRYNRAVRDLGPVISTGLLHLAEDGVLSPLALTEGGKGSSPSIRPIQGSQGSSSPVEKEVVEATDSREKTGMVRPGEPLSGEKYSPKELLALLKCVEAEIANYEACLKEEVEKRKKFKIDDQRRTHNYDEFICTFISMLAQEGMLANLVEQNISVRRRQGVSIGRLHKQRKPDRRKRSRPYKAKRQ
HePTP inhibitor: blocks human HePTP tyrosine phosphatase. P35236. recombinant HePTP phosphatase activity, OD absorbance. inhibition, % at 20 µM. hit rate 0.64% among 110,000. AID 521; in the data active = inhibition above about 50%;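 also: plate controls were vehicle for no effect and reference inhibitor for full effect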
Target sequence (P35236 whole entry, looked up): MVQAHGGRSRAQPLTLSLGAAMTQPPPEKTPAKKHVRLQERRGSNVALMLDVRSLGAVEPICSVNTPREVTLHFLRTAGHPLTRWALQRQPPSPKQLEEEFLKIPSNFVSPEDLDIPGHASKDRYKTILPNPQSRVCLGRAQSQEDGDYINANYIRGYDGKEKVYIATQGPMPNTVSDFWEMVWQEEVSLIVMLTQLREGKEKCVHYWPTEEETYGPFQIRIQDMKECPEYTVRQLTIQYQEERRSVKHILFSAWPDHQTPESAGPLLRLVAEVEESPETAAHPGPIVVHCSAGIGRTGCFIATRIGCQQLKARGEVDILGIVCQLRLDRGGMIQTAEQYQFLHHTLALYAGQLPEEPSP
An asterisk follows results filed as active; / = not tested or not shown; & = joins results of further samples.

SMILES	BAP1 block	HePTP inhibitor
CC(Cl)=CCN1C(=O)C(=O)c2cccc(C)c21	62	/
CCn1cc(Br)c(C(=O)N2CCN(c3ccccc3)CC2)n1	102	6
CCCc1ccc(-c2nc(Cc3c(F)cccc3Cl)no2)cc1	/	-13
Cc1ccnc(NS(=O)(=O)c2ccccc2)n1	104	-14
CC1C(c2ccc(Cl)cc2)NC(c2ccc(Cl)cc2)C(C)C1(C)O (centres undefined)	/	3
Cc1ccc2nsnc2c1S(=O)(=O)Nc1cccc2nsnc12	89	-3
O=C(Nc1ccccc1F)c1ccc(S(=O)(=O)NCC2CCCO2)cc1 (centres undefined)	101	7
O=c1c2ccccc2nnn1CSc1nc2cc(Cl)ccc2c(=O)n1Cc1ccco1	69	-3
CN(C)CCCNc1ncnc2c1cnn2-c1ccccc1	106	3
CCCCCCNC(=O)Nc1ccccc1	111	5
O=C1NC(=S)S/C1=C/c1ccc(-c2ccccc2)o1	/	9
Cc1sc(NC(=O)/C=C/c2cccc(Cl)c2)nc1-c1ccccc1	/	15
NC(=O)c1cc2ccc(O)cc2oc1=Nc1ccccc1	119	5
CC(Sc1nnc(-c2cccnc2)o1)C(=O)c1ccccc1 (centres undefined)	/	0
C/C(=N/NC(=O)c1ccccc1[N+](=O)[O-])c1ccc(N2C(=O)C3CCCCC3C2=O)cc1 (centres undefined)	/	-12
COc1ccc(NC(=O)C2CC(=O)N(c3cc(C)ccc3C)C2)cc1 (centres undefined)	68	13
Cc1cccc(OCC(=O)N2CCN(c3ccccn3)CC2)c1	/	5
Cn1c(-c2ccccc2)cnc1SCc1nc2ccccc2c(=O)[nH]1	86	11
CCN(CC)c1ccc(C(=O)Nc2cccc(C)c2C)cc1	/	5
Cc1cccc(OCC(=O)Nc2ccc(Cl)cc2Cl)c1	/	-1
O=C1CCCN1Cc1ncnn1-c1ccccc1	98	2&4
CCC(=O)N1CCN(c2cc(C)ccc2C)CC1	99	5
COc1ccc(Br)cc1C(=O)Nc1cc2nn(-c3ccc(C)cc3)nc2cc1C	/	3
O=C(Nc1cc(C(F)(F)F)ccc1F)C1CCC1	92	13
CCOc1ccc2c(c1)NC(C)(C)c1ssc(=Nc3ccccc3O)c1-2	/	3
O=C(c1cccc(S(=O)(=O)N2CCCC2)c1)c1nnc(-c2ccncc2)o1	104	11
CCOC(=O)Cn1c(CN(Cc2ccccc2)Cc2ccccc2)nc2c1c(=O)n(C)c(=O)n2C	99	9
CC1CCN(C(=O)c2ccccc2Cl)CC1	/	-3
O=C(Nc1ccc(Oc2ccc(NC(=O)C(F)(F)F)cc2)cc1)C(F)(F)F	/	-11
O=C(c1cc(Cl)ccc1Cl)N1CCOCC1	93	-5&2
CCCCc1ccc(NC(=O)OC)cc1	91	6
COc1ccc(C(=O)NCc2nc3ccccc3[nH]2)cc1OC	102	0
O=C(Cn1cc2c(n1)CCCC2)N1CCc2ccccc21	97	-4
O=C1/C(=C\c2cc(Cl)c(O)c(Cl)c2)SC(=S)N1Cc1ccccc1	/	-7
Cn1c(=O)c2c(nc(Sc3nc4ccccc4n3CC(=O)N3CCCCC3)n2C)n(C)c1=O	97	2
O=C1c2oc3ccccc3c(=O)c2C(c2cccc(O)c2)N1CCCN1CCOCC1 (centres undefined)	95	6
O=[N+]([O-])c1ccc(/C=N/n2cnnc2SCc2ccccc2)cc1	/	-4
CCCc1nc(SC2CCCC2)c2c(=O)n(C)c(=O)n(C)c2n1	88	-8
CCCCc1nnc(SCc2ccc(OCC)cc2)n1N	98	6
O=C(CSc1nnc2c(n1)[nH]c1ccc(F)cc12)OCc1ccccc1	76	3
COc1ccc2cc(C(=O)Nc3cccc(C(F)(F)F)c3)c(=N)oc2c1	72	/
CCN(CC)S(=O)(=O)c1cccc(C(=O)Nc2ccc(Cl)cc2)c1	/	2
Cc1cccc(OCC(=O)Nc2ccc(N3CCN(S(C)(=O)=O)CC3)cc2)c1	58	3
CCOC(=O)c1c(NC(=O)c2ccc(OC)c(OC)c2)sc(C(=O)Nc2ccccc2F)c1C	/	-3
Nc1nncn1C(=O)c1ccccc1Cl	57	8
CCN(CC)CC(=O)c1c[nH]c2ccccc12	106	0
O=C(COc1ccccc1)NNC(=O)COc1ccc(Br)cc1	/	-6
COc1cc(CNc2ccc(C)c(C)c2)cc(OC)c1OC	93	6&5
Cc1cc(N2C(=O)NC(=O)/C(=C/c3cc4c(cc3[N+](=O)[O-])OCO4)C2=O)ccc1Br	/	-7
O=C(Nc1cccc(F)c1)c1ccc([N+](=O)[O-])cc1	/	8
O=C(/C=C/c1ccco1)Nc1ccccc1C(=O)O	/	96*
COc1ccc(-c2nnc(SCC(=O)N(Cc3ccccc3)C(C)(C)C)o2)cc1OC	89	4
N#C/C(=C/c1cccc2ccccc12)C(=O)Nc1ccc(O)cc1	/	9
CN(C)C(=O)CSc1nnc(CCN)o1	92	7
Cn1c(=O)[nH]c(=O)c2c1[nH]c(=S)n2C	116	/
Cn1cccc1CN1CCN(C(=O)c2ccccc2F)CC1	/	1
COc1ccc(Oc2coc3cc(OC(=O)c4ccco4)ccc3c2=O)cc1	/	-5
COCC(=O)N(Cc1cc2cc(OC)ccc2[nH]c1=O)c1ccccc1OC	/	5
NC(=O)c1sc2nc3c(c(-c4ccco4)c2c1N)CCC3	84	0
C=CCn1c(=O)c(C(=O)Nc2ccccc2C(=O)OCC)c(O)c2ccccc21	99	10
Other entries:
SMILES	BAP1 block	HePTP inhibitor
O=C(Cn1nnc(-c2ccc(F)cc2)n1)Nc1ccc2c(c1)OCO2	148	/
CCN(CC)S(=O)(=O)c1ccc(NC(=O)CSc2nnc(-c3ccc(F)cc3)o2)cc1	78	5
CC1=CC(C)(C)N2C(=O)C3(N=C(N)NC(Nc4ccccc4)=N3)c3cc(C)cc1c32 (centres undefined)	104	12
O=C(/C=C\c1cccs1)c1cccc([N+](=O)[O-])c1	/	-2
COc1ccc(Cl)cc1C(=O)Nc1cccc(-c2nc3ncccc3o2)c1C	/	-3
CCOC(=O)C1=C(O)/C(=C/c2ccc(F)cc2)SC1=Nc1ccc([N+](=O)[O-])cc1	/	-11
CNC(=O)C(O)C(O)C(=O)NC (centres undefined)	76	/
O=C(c1ccco1)N1CCN(C(c2ccccc2Cl)c2nnnn2CC2CCCO2)CC1 (centres undefined)	105	4
O=c1c2ccccc2nc2ccc(NCc3ccco3)nn12	68	4
O=C1c2ccccc2C(=O)N1CCc1nc2ccccc2c(=O)n1-c1ccccn1	78	-11&3
O=C(O)c1ccc(CS(=O)(=O)c2cccc(C(F)(F)F)c2)o1	96	6
Cc1ccc(/C=C2\SC(=S)N(CCC(=O)Nc3ccc(S(N)(=O)=O)cc3)C2=O)cc1	/	-2
CC1=C(C(N)=O)C(c2ccc(C)cc2)N=C(SCc2ccc(F)cc2)N1 (centres undefined)	/	0
CCOC(=O)c1cc(CC)sc1NC(=O)c1cc([N+](=O)[O-])ccc1N1CCN(CC)CC1	/	-8
Cc1ccc(/C=C2N=C(/C=C/c3ccccc3)OC/2=O)s1	/	2
CC1(C)Cc2c(sc(/N=C/N3CCOCC3)c2C#N)C(C)(C)N1	80	1
Cc1c(NC(=O)Nc2ccccc2Cl)sc(=S)n1C	/	5
COc1cccc(C2C(C(=O)Nc3ccccc3)=C(C)N=C3SCC(=O)N32)c1 (centres undefined)	/	-2
Cc1ccc(-n2nc3ccc(NC(=O)c4ccco4)cc3n2)cc1	/	-4
O=C(CN1CCN(S(=O)(=O)c2ccc(Br)cc2)CC1)Nc1ccc2c(c1)OCCO2	75	-1

Brought forward from above: two entries, followed by the next part.
SMILES	BAP1 block	HePTP inhibitor
Cc1ccc(-n2nc3ccc(NC(=O)c4ccco4)cc3n2)cc1	/	-4
O=C(CN1CCN(S(=O)(=O)c2ccc(Br)cc2)CC1)Nc1ccc2c(c1)OCCO2	75	-1
OCC(CO)(CO)n1cnnn1	119	-3
CCC(=O)NCCN=Cc1ccc(Cl)cc1Cl	/	7
NC(=O)NC1CCCc2c1[nH]c1ccc(Cl)cc21 (centres undefined)	89	6&12
Cc1ccc(-c2nnc(CSc3nnc(COc4ccccc4)n3-c3ccc(C)cc3)o2)cc1	78	2
N#Cc1c(NC(=O)COc2ccc(Cl)cc2)oc(-c2ccccc2)c1-c1ccccc1	/	-1
CCN1CCN(CC(=O)Nc2ccc(Cl)c(Cl)c2)C(=O)C1=O	91	5
Cc1ccc[n+](CC(=O)c2ccc(-c3ccccc3)cc2)c1	/	1
COc1cccc(NS(=O)(=O)c2ccc(OC)c(Br)c2)c1	/	-7
Cn1c(-n2c(-c3ccco3)nc3ccccc3c2=O)nc2ccccc21	87	-5
CCc1ccc(S(=O)(=O)Nc2c([N+](=O)[O-])ccc3ccccc23)cc1	/	6
O=C(CCC1CCCCC1)Nc1ccc([N+](=O)[O-])cn1	/	-14
CCOC(=O)C1=C(C)N=C2SCCC(=O)N2C1c1sccc1C (centres undefined)	84	11
O=[N+]([O-])c1ccc(N2CCOCC2)nc1	/	14
CC(C)(C)NC(=O)C(c1ccncc1)N(Cc1cccs1)C(=O)Cn1nnc(-c2cccs2)n1 (centres undefined)	94	10
COc1ccc(NC(=O)Nc2cccc3cccnc23)cc1	88	7&5
CCN(CC)CCCCCOc1ccccc1OC	73	-5
O=C(NCc1ccccc1)c1ccccc1[N+](=O)[O-]	/	11
COc1ccc(C2C=C(c3ccccc3)Nc3nnnn32)cc1 (centres undefined)	92	8
Cc1cc(Br)c(Nc2nc(NN)nc(N3CCOCC3)n2)cc1Cl	/	-7
Cc1cc(C)n(CNc2nc(C(F)(F)F)cs2)n1	104	4
N#Cc1c(N)nc2c(c1-c1ccc(F)cc1)CCCCC2	/	5
O=[N+]([O-])c1cccc(CN2CCN(Cc3c[nH]c4ccccc34)CC2)c1	/	4
C/C(=N\NC(=O)C1(C)CC1(Br)Br)c1ccc([N+](=O)[O-])cc1 (centres undefined)	/	3
CCOC(=O)c1c(C)n(C)c2ccc(OC)c(NC(=O)CN3CCSCC3)c12	134	9
O=C(OCC(=O)N1CCc2ccccc21)c1ccc[n+]([O-])c1	91	10
CS(=O)(=O)N(CC(=O)N1CCCCCC1)c1ccc(Br)cc1	82	13
Cc1nn(C)c(C)c1CNC(=O)c1cnn2c1NC(c1ccccc1)CC2C(F)(F)F (centres undefined)	88	4
CCOC(=O)N1CCN(C(=O)c2cnc(Nc3ccccc3OC)c3ccccc23)CC1	/	4
COc1cccc(CNn2cnnc2)c1OCc1ccccc1F	94	5
Cc1ccc(S(=O)(=O)NC2CCOC(C)(C)C2)cc1 (centres undefined)	112	-11
CCOc1ccccc1NC(=O)c1c(NC(=O)c2ccco2)sc2c1CCC(C)C2 (centres undefined)	/	5
COc1ccc(C(=O)c2oc3nc(C)cc(C)c3c2N)cc1	98	10
COc1cc(/C=C2\C(=O)NC(=O)N(c3ccc(C)cc3)C2=O)ccc1OCc1ccc(C(=O)O)cc1	/	6
Cc1ccc(S(=O)(=O)Nc2ccccc2CNc2c(C)n(C)n(-c3ccccc3)c2=O)cc1	100	2
Cc1ccc(N(CC(=O)NCc2ccco2)S(=O)(=O)c2ccccc2)cc1	/	-4
O=C(N1CCCC1)C12CC3CC(CC(C3)C1)C2	/	-8
COc1ccc(C(=O)CSc2nnc(-c3cccnc3)n2Cc2ccco2)cc1	98	9
C/C=C/COC(=O)C1=C(C)NC(=O)NC1c1cc(Cl)c(O)c(OC)c1 (centres undefined)	/	4
CCOc1ccc(C(=O)OCc2nnc(-c3cccs3)o2)cc1OC	92	4
COc1cc2c(NCc3ccccc3)cc(O)c(CC(=O)Nc3ccc(Cl)cc3)c2cc1OC	/	9
Cc1cc(NC(=O)Nc2cccs2)no1	101	6
CCOc1ccc(S(=O)(=O)N(CC(=O)Nc2ccccc2CC)c2ccc(C)cc2)cc1	/	-4
CCOc1ccc(N2CC(C(=O)OC)CC2=O)cc1 (centres undefined)	108	-12
Cc1c(NC(=O)C(C)OC(=O)C(NC(=O)c2ccco2)C(C)C)c(=O)n(-c2ccccc2)n1C (centres undefined)	91	5
CCN(CC)C(=O)CSc1nc2ncc(Br)cc2[nH]1	99	4
O=C(NCc1ccc2c(c1)OCO2)c1nnc(Cc2ccc(F)cc2)o1	105	12
O=C(CN(c1cccc(Br)c1)S(=O)(=O)c1ccccc1)Nc1cccc(Cl)c1	/	5
COC(=O)Cc1c(C)nc2nc[nH]n2c1=O	107	0
CC(C)(CN)CNc1ccc([N+](=O)[O-])cc1Cl	/	1
COc1cc(C=NN2CCN(Cc3ccccc3Cl)CC2)ccc1OCc1ccccc1	/	3
CCOC(=O)c1c(C)n(C)c2c1cc(OC(=O)c1ccccc1F)c1ccccc12	51	/
CCOC(=O)NC1(C(F)(F)F)C(=O)N(Cc2ccccn2)C2=C1C(=O)CC(C)(C)C2 (centres undefined)	113	4
O=C(c1cccs1)N1CCC(c2nc3c(nnn3Cc3ccccc3)c(=O)[nH]2)CC1	99	-6
CCOC(=O)c1nc(S(C)(=O)=O)ncc1Cl	122	1

Gathered by group, those above containing an NH in an aromatic ring.
SMILES	BAP1 block	HePTP inhibitor
Cn1c(-c2ccccc2)cnc1SCc1nc2ccccc2c(=O)[nH]1	86	11
COc1ccc(C(=O)NCc2nc3ccccc3[nH]2)cc1OC	102	0
O=C(CSc1nnc2c(n1)[nH]c1ccc(F)cc12)OCc1ccccc1	76	3
CCN(CC)CC(=O)c1c[nH]c2ccccc12	106	0
Cn1c(=O)[nH]c(=O)c2c1[nH]c(=S)n2C	116	/
COCC(=O)N(Cc1cc2cc(OC)ccc2[nH]c1=O)c1ccccc1OC	/	5
NC(=O)NC1CCCc2c1[nH]c1ccc(Cl)cc21 (centres undefined)	89	6&12
O=[N+]([O-])c1cccc(CN2CCN(Cc3c[nH]c4ccccc34)CC2)c1	/	4
CCN(CC)C(=O)CSc1nc2ncc(Br)cc2[nH]1	99	4
COC(=O)Cc1c(C)nc2nc[nH]n2c1=O	107	0
O=C(c1cccs1)N1CCC(c2nc3c(nnn3Cc3ccccc3)c(=O)[nH]2)CC1	99	-6

Screening results: PubChem, several laboratories
